Source: PubChem (SRMLSC)
E coli WT inh: growth inhibitors of wild type E. coli, primary screen, strain BW25113 wild type, absorbance readout | E. coli BW25113 growth inhibition, OD600 | inhibition, % at 10 µM | 0.05% of 20,000 active | AID 552, 2006; in the data active = inhibition above about 40%;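 note: bacteria exposed to compound for 20 hours at 37 °C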
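Material: bacterial strain in a whole-cell growth screen; Amount: inoculum from a 1:1000 dilution of a 1.5 h subculture; Buffer or medium: LB plus kanamycin 50 µg/mL; Dosing: one dose, 10 µM final; Times: compound exposure of 20 h at 37 °C; Measured by: absorbance at 615 nm as a measure of bacterial growth.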
* = called active by the depositor.

SMILES	E coli WT inh
CCOc1ccc(Cn2nnc(C(=O)Nc3cc(C)cc(C)c3)c2N)cc1	-1
CSc1ccccc1NC(=O)CN(c1cc(C)cc(C)c1)S(C)(=O)=O	-16
c1coc(-c2nc3c4c5c(sc4ncn3n2)CCCC5)c1	-2
O=C(COc1cccc(C(F)(F)F)c1)Nc1ccc(S(=O)(=O)N2CCCC2)cc1	-29
Cc1nnc(SCCc2ccccc2)[nH]c1=O	-22
CC(=O)Nc1ccc(OC(=O)c2cccs2)cc1	-3
CCN(CC)CCCN1C(=O)C(=O)/C(=C(/O)c2c(C)nc3ccccn23)C1c1ccc(C)o1 (stereo not drawn)	-21
O=C(O)CSC12CC3CC(C1)CC(C(=O)O)(C3)C2	6
COc1ccccc1Nc1nc(N)nc(CN2CCCCCC2)n1	-16
CCOC(=O)Cc1csc(NC(=O)CSc2nnc(C)n2C)n1	-3
CCN1CCN(C(=O)C2CCN(C(=O)c3cc4sccc4n3CC)CC2)CC1	-1
CCCNC(=O)C1CC(=O)N(c2ccc(OCC(=O)Nc3cc(C)cc(C)c3)cc2)C1 (stereo not drawn)	6
O=C(Oc1cccc2cccnc12)c1cccc(-n2cnnn2)c1	-6
OCCN1CCN(C(=S)c2ccc(Cl)c(Cl)c2)CC1	-22
COc1ccc(C2=NOC(C(=O)Nc3cc(Br)ccc3O)C2)cc1OC (stereo not drawn)	3
O=C(Nc1ccon1)c1csc2ccccc12	23
CN1CCN(C(=O)c2ccc(CS(=O)(=O)c3c(Cl)cccc3Cl)o2)CC1	1
CCOC(=O)c1ccc(NCc2nc3ccccc3[nH]2)cc1	10
Cc1cc(NC(=O)c2ccc(Br)c(S(=O)(=O)N3CCCC3)c2)no1	-15
CCc1nn(CC(=O)N2CCN(Cc3ccc4c(c3)OCO4)CC2)c(=O)c2cc3occc3n12	0
CCc1nnc(SCc2ccc(CSc3nnc(CC)n3N)cc2)n1N	-17
CC(C)(C)C(=O)Cn1c(=N)n(Cc2ccccc2)c2ccccc21	2
CCOC(=O)C1=C(Cn2ccc(C(F)(F)F)n2)NC(=O)NC1c1ccc2c(c1)OCO2 (stereo not drawn)	-19
O=C(Nc1nc(-c2ccccn2)cs1)C1CC1	8
COC(=O)C1CCN(C(=O)C(C)Oc2ccc(Cl)cc2Cl)CC1 (stereo not drawn)	-21
Cc1ccnc(SCC(=O)N2CCN(c3cccc(Cl)c3)CC2)n1	-16
CCC(Sc1nnc(C)s1)C(=O)Nc1nccs1 (stereo not drawn)	3
COc1cc2c(cc1OC)C(/C(C#N)=N\O)=NC(C)(C)C2	4
O=S(=O)(c1cccc(-c2nc3ccccc3s2)c1)N1CCCC1	0
Brc1ccc(CSc2nnc(Cc3c[nH]c4ccccc34)o2)cc1	6
O=S(=O)(c1ccc(OCC(O)CN2CCN(c3ccccc3)CC2)cc1)N1CCOCC1 (stereo not drawn)	-1
CS(=O)(=O)N(CC(=O)NC1CC1)c1cccc(F)c1	6
O=c1c2ccccc2[nH]c(=S)n1CCCN1CCN(C2CCCCC2)CC1	-21
COc1ccc(S(=O)(=O)NC2CC3CCC2C3)cc1Cl (stereo not drawn)	4
CCn1c(=O)n(CC)c2cc(S(=O)(=O)N3CCC(c4ccccc4)CC3)ccc21	-17
CC(=O)c1ccc(N(C)C)c2c(N(C)C)cccc12	-21
CCOC(=O)C1CCCN(C(=O)c2ccc3c(=O)n(CCOC)c(=S)[nH]c3c2)C1 (stereo not drawn)	1
O=S(=O)(c1cccs1)N1CCN(C/C=C/c2ccccc2)CC1	2
Cc1nc(SC2C=CS(=O)(=O)C2)n[nH]1 (stereo not drawn)	-2
O=C(Cn1cc(C(=O)C2CC2)c2ccccc21)NCC1CCCO1 (stereo not drawn)	-22
O=c1[nH]nnc2sc3c(c12)CCCC3	-1
Cc1onc(-c2ccccc2)c1C(=O)NCCN1CCOCC1	5
CCOC(=O)C1CCCN(CC(=O)NC2CC2)C1 (stereo not drawn)	-3
O=C(O)C1CC(=O)N(Cc2ccc3c(c2)OCO3)C1 (stereo not drawn)	-17
CC(C)CCNC(=O)C1CCN(C(=O)N(C)C)CC1	-2
C/C=C(/C(=C/C)c1ccc(O)cc1)c1ccc(O)cc1	8
N#CC(C(=O)OCc1ccccc1)c1nc2ccccc2nc1N1CCOCC1 (stereo not drawn)	-12
Cc1nc2ccccc2c(=O)n1NC(=O)C1CCCCC1	-8
CCCC12CN3CC(C)(CN(C1)C3c1ccc(OC(C)C)cc1)C2=O (stereo not drawn)	-24
Cc1nc(C)c(C(=O)C2=C(O)C(=O)N(CCN(C)C)C2c2cccs2)s1 (stereo not drawn)	-20
CC(C)CC(=O)NC1(C(F)(F)F)C(=O)Nc2c1c(=O)n(C)c(=O)n2C (stereo not drawn)	-20
COc1cc(OC)cc(C(=O)Nc2ccc3c(c2)COC3=O)c1	-5
c1ccc(Cn2nnnc2C(c2cccs2)N2CCSCC2)cc1 (stereo not drawn)	18
C=CCn1c(=O)n(CCOC)c(=O)c2sc3ccccc3c21	1
O=C(Nc1cccc(-c2nnc(-c3ccccc3)o2)c1)C1CCCO1 (stereo not drawn)	-17
CCCCn1cnc2c(cnn2-c2ccc(Cl)cc2)c1=O	5
COC(=O)C1C(=O)C2=C(CC1C)NC(=O)CC2c1ccccc1 (stereo not drawn)	-5
Cc1ccc(S(=O)(=O)NC(C)C(=O)NC2CCCCCC2)cc1 (stereo not drawn)	-22
Cc1cc(C)c2nc(N)sc2c1	6
CCOc1cccc(C(=O)N(Cc2ccco2)C2CCS(=O)(=O)C2)c1 (stereo not drawn)	-2

The list continues:
SMILES	E coli WT inh
CCOC(=O)Cc1csc2nc3sc(C)c(C)c3c(=O)n12	-10
O=C(C1CCCN(S(=O)(=O)c2cccnc2)C1)N1CCN(c2ccccn2)CC1 (stereo not drawn)	12
COc1ccc(Cn2nnnc2C(c2cccnc2)N2CCN(c3ccc(O)cc3)CC2)cc1 (stereo not drawn)	1
CCCNS(=O)(=O)c1ccc(OCC(=O)NCCCOC)cc1	-19
COc1ccc(C)cc1-n1c(-c2ccncc2)n[nH]c1=S	-24
Cc1ccc(C(=O)NC2CCS(=O)(=O)C2)cc1S(=O)(=O)N1CCCCC1 (stereo not drawn)	-22
CC(C)Cc1ccc(S(=O)(=O)N2CCN(C(=O)c3ccco3)CC2)cc1	-20
Cc1nc2nc(-c3cccnc3)nn2c(C)c1Cl	-4
CCc1nc(N)c(C#N)c(-c2ccc(OC)c(OC)c2)c1C	-3
O=C(CN1C(=O)CNC1=O)Nc1cccc(C(F)(F)F)c1	-12
CC(C)Oc1cc2oc(=O)c3c(c2cc1Cl)CCC3	-8
O=C(Nc1cccc(F)c1)c1c(F)c(F)c(F)c(F)c1F	-16
O=C(Nc1cc(C(F)(F)F)ccc1N1CCOCC1)c1ccco1	10
COC(=O)COc1ccc(S(=O)(=O)Nc2ccc(NC(C)=O)cc2)cc1	-26
COc1ccc2c(c1)C(=O)N(c1ccccc1OC)C(=O)C2	9
COc1ccc(C2/C(=C(/O)c3ccccc3)C(=O)C(=O)N2C)cc1 (stereo not drawn)	0
Cc1cc2ncn(C(=O)N3CCCCC3)c2cc1C	-16
CC1CCN(C(=O)CN(c2ccc3c(c2)OCO3)S(C)(=O)=O)CC1	-14
CC1(C)NC(=O)N(CC(O)COc2cccc(F)c2)C1=O (stereo not drawn)	11
Cc1nc(NCc2ccccn2)c2ccccc2n1	-3

Arranged by length of the SMILES (highest first): part of the list above
SMILES	E coli WT inh
COc1ccc(Cn2nnnc2C(c2cccnc2)N2CCN(c3ccc(O)cc3)CC2)cc1 (stereo not drawn)	1
O=C(C1CCCN(S(=O)(=O)c2cccnc2)C1)N1CCN(c2ccccn2)CC1 (stereo not drawn)	12
Cc1ccc(C(=O)NC2CCS(=O)(=O)C2)cc1S(=O)(=O)N1CCCCC1 (stereo not drawn)	-22
CC(C)Cc1ccc(S(=O)(=O)N2CCN(C(=O)c3ccco3)CC2)cc1	-20
COC(=O)COc1ccc(S(=O)(=O)Nc2ccc(NC(C)=O)cc2)cc1	-26
CC1CCN(C(=O)CN(c2ccc3c(c2)OCO3)S(C)(=O)=O)CC1	-14
CCOc1cccc(C(=O)N(Cc2ccco2)C2CCS(=O)(=O)C2)c1 (stereo not drawn)	-2
COC(=O)C1C(=O)C2=C(CC1C)NC(=O)CC2c1ccccc1 (stereo not drawn)	-5
Cc1ccc(S(=O)(=O)NC(C)C(=O)NC2CCCCCC2)cc1 (stereo not drawn)	-22
O=C(Nc1cc(C(F)(F)F)ccc1N1CCOCC1)c1ccco1	10
CCc1nc(N)c(C#N)c(-c2ccc(OC)c(OC)c2)c1C	-3
CCOC(=O)Cc1csc2nc3sc(C)c(C)c3c(=O)n12	-10
CCCNS(=O)(=O)c1ccc(OCC(=O)NCCCOC)cc1	-19
CC(C)Oc1cc2oc(=O)c3c(c2cc1Cl)CCC3	-8
Cc1nc2nc(-c3cccnc3)nn2c(C)c1Cl	-4
Cc1nc(NCc2ccccn2)c2ccccc2n1	-3
Cc1cc(C)c2nc(N)sc2c1	6

Next part:
SMILES	E coli WT inh
Cc1c(C2(O)C(=O)Nc3ccc(F)cc32)c(=O)n(-c2ccccc2)n1C (stereo not drawn)	5
CCOC(=O)Cc1csc(NC(=O)c2c(-c3c(F)cccc3Cl)noc2C)n1	-14
COc1ccc(-n2nnnc2S(=O)(=O)Cc2ccc(C(=O)O)cc2)cc1	-20
Nc1nc2sc3c(c2c(=O)s1)CCCC3	3
O=C(Cn1cc2c(n1)CCCCC2)N1CCc2ccccc2C1	-1
CCOC(=O)c1c(C)oc2ccc(NS(=O)(=O)c3ccc4c5c(cccc35)C(=O)N4)cc12	1
COC(=O)COc1nc(C)c(Br)c(OC)n1	-4
CCCC(NC(=O)c1ccccc1)c1nc2ccccc2n1Cc1ccc(C(=O)OC)o1 (stereo not drawn)	11
CN(CC(=O)Nn1cnnc1)S(=O)(=O)c1cc(Cl)ccc1Cl	2
CC1CN(c2nc3c(c(=O)n(C)c(=O)n3C)n2Cc2c(Cl)cccc2Cl)CC(C)O1 (stereo not drawn)	-16
CC(C)CCn1c(SCC#N)nc2c(sc3ccccc32)c1=O	-4
Cc1ccc(C(CCN)c2ccco2)cc1 (stereo not drawn)	7
CC(=O)Nc1ccc(S(=O)(=O)N(C2=NCC(C)S2)c2ccccc2)cc1 (stereo not drawn)	-7
CCOc1ccc(NC(=O)CN2C(=O)C3CCCN3C2=O)cc1 (stereo not drawn)	1
O=C(Nc1ccc(Nc2ccccc2)cc1)c1ccco1	-2
CC(C)CCNC(=O)NC(=O)CSc1nnc(-c2ccccc2Br)o1	15
O=c1oc2ccccc2n1CCn1c2ccccc2c2nc3ccccc3nc21	-2
Cc1ccc2[nH]c3c(=O)n(CCCN4CCN(C)CC4)cnc3c2c1	-1
Cc1nc(SCC(=O)CC(=O)OC(C)C)c(C#N)c(C)c1C	16
CC1=C(C(=O)OCCOC(C)C)C(c2cc3c(cc2Br)OCO3)C2=C(CCCC2=O)N1 (stereo not drawn)	7
COc1ccc(N2CCN(C(c3cccc(OC)c3OC)c3nnnn3C3CCCC3)CC2)cc1 (stereo not drawn)	3
CCCNCc1cc(OCC)c(OCC(N)=O)cc1Br	-15
Cc1ccc(OCC(=O)Nc2cccc(O)c2)cc1C	3
Cc1c(NC(=O)c2nn(C)c(=O)c3ccccc23)c(=O)n(-c2ccccc2)n1C	19
CN1CCc2c(sc3c2c(=O)n(-c2ccccc2)c2nnc(SCc4ccc(F)cc4)n32)C1	-1
O=C(OCc1nnc(-c2ccc(Cl)cc2)o1)c1ccc(=O)n(Cc2ccccc2)n1	-3
O=c1cc(-c2ccccc2)nc(N2CCN(Cc3ccccc3)CC2)[nH]1	-20
Cn1c(=O)c2[nH]c(CN(Cc3ccccc3)Cc3ccccc3)nc2n(C)c1=O	-17
CCOC(=O)N1CCN(S(=O)(=O)c2cc(Cl)ccc2Cl)CC1	9
COC(=O)CSc1nnc(-c2cccs2)n1-c1ccc(Cl)cc1	-5
COC(=O)c1c(-c2cccnc2)csc1NC(=O)c1cc(C)on1	-22
CN(Cc1ccccc1)C(=O)c1ccc2c(c1)OCO2	0
CC(Sc1nc(N2CCOCC2)c2c(c1C#N)CC(C)(C)OC2)C(=O)Nc1ccccc1 (stereo not drawn)	-8
CC(=O)Nc1c(O)n(C)c2ccccc12	15
CCOC(=O)[C@H](CCc1ccccc1)N[C@@H](C)C(=O)N1CCC[C@H]1C(=O)O	2
CCS(=O)(=O)CCSc1nc(C)cc(C)c1C#N	-1
O=C(Nc1cccc(Oc2ccc3c(c2)C(=O)NC3=O)c1)c1ccco1	-10
Cc1ccc(S(=O)(=O)N2CCN(Cc3cccc(C)c3O)CC2)cc1	-21
CCc1ncc(C(O)c2cccc(OC)c2OC)n1C (stereo not drawn)	-6
CCc1cn([C@H]2C[C@H](O)[C@@H](CO)O2)c(=O)[nH]c1=O	-12

An excerpt from above in order of number of heavy atoms, falling:
SMILES	E coli WT inh
CC(Sc1nc(N2CCOCC2)c2c(c1C#N)CC(C)(C)OC2)C(=O)Nc1ccccc1 (stereo not drawn)	-8
Cc1ccc(S(=O)(=O)N2CCN(Cc3cccc(C)c3O)CC2)cc1	-21
CN(Cc1ccccc1)C(=O)c1ccc2c(c1)OCO2	0

(list continues)
SMILES	E coli WT inh
c1ccc(-c2ccccc2-c2nc(-c3cccnc3)no2)cc1	-20
CC(C)OC(=O)CSc1nnc(-c2ccco2)n1N	3
CN1CCN(c2oc(-c3ccco3)nc2S(=O)(=O)c2ccccc2)CC1	0
CC(C)CN(CC(C)C)C(=O)C12CCC(C)(C(=O)C1)C2(C)C (stereo not drawn)	-1
O=C(NCCCN1CCOCC1)c1ccc(CS(=O)(=O)c2c(Cl)cccc2Cl)o1	11

Only part of the results is shown (hit frequency here may not be typical).
